STAT3 act: IL-6 driven STAT3 reporter potentiators, primary screen, U3A cells, luciferase, luminescence, MLSCN library. 190,000 tested, 0.91% active. activation (% of control), % at 5.6 µM. IL-6 STAT3-luciferase reporter; 100% = signal with IL-6 EC80 alone. AID 871, 2007;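 active = activation above the screen-wide mean of compound activation plus 3 SD, cut at about 130% in these data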;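 also: 0% = background luminescence of wells with medium and substrate only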
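Material: STAT3-luciferase reporter U3A cells; Probe or stimulus: IL-6 (33 ng/mL); Incubation: compound pre-incubation 1 h before IL-6, then 6 h stimulation at 37 °C; Technique: luminescence from STAT3-driven luciferase reporter; Evaluation: % activation versus median of IL-6-stimulated wells; Controls: IL-6-only high control.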
APP 5UTR inh: inhibitors of APP translation via 5'UTR reporter, primary screen, APP 5'UTR luciferase, SH-SY5Y cells; inhibition, % at 2 µM; SH-SY5Y APP 5'UTR-luciferase reporter, luminescence; 190,000 tested, 0.82% active;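 active = inhibition above a set limit, derived from the sample mean plus 3 SD, cut at about 45% in these data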; also: values of inactives mirror those of a sister screen read the other way
STAT1 inh: STAT1 signaling inhibitors, primary screen, cell-based, HTS, luciferase reporter | NIH 3T3 STAT1-luciferase reporter, IFN-gamma, luminescence | inhibition, % at 5.5 µM | 200,000 tested, 0.35% active | AID 920, 2007;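 active = inhibition above a set limit, the mean inhibition across all tested compounds plus 3 SD, cut at about 34% in these data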;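 also: 0% = IFN-gamma with DMSO and 100% = IFN-gamma with 300 µM nifuroxazide; values of inactives mirror those of a sister screen read the other way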
NF-kB expr up: activators of NF-kB expression in neurons, primary screen, cell-based, HTS; human neuronal cells, NF-kB reporter expression; stronger effect = higher value; fold change at 12.5 µM; 190,000 tested, 1.6% active; in the data active = fold change above about 3.3
STAT1 act: STAT1 signaling activators, primary screen, cell-based, HTS, luciferase reporter; activation (% of control), % at 5.5 µM; NIH 3T3 STAT1-luciferase reporter, IFN-gamma, luminescence; 100% = IFN-gamma alone, no compound; AID 932, 2007; 200,000 tested, 2.6% active;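 active = activation above the screen-wide mean activation plus 3 SD, cut at about 130% in these data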;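 also: raw ratio to IFN-gamma control signal so 100% means no change and 0% no light; values of inactives mirror those of a sister screen read the other way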
ROMK mod: ROMK potassium channel modulators, primary screen, cell-based, thallium flux, MLSMR library | Tet-inducible ROMK, thallium flux fluorescence; actives lie on both sides | B-score at 10 µM | 130,000 tested, 2% active;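 active = signal ratio slope over the read window, or its plate-corrected B-score, at least 3 SD from the plate mean, either direction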;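 also: B-score of the F/F0 ratio slope over 7 to 12 s after thallium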
Target sequence (P48048 whole entry, looked up): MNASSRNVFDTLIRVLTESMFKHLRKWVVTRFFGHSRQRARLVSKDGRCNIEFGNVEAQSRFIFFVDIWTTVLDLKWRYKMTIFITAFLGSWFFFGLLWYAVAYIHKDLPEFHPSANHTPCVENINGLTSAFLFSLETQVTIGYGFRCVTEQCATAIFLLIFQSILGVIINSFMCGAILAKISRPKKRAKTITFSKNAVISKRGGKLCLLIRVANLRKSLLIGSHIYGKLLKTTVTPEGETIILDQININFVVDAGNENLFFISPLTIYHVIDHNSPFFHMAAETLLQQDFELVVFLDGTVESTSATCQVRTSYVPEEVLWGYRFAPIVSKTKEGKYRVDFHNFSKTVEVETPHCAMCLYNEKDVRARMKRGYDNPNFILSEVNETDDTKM
APP 5'UTR act: activators of APP 5'UTR luciferase reporter, primary screen, SH-SY5Y cells; AID 1276, 2008; 190,000 tested, 1% active; SH-SY5Y APP 5'UTR luciferase reporter, luminescence; zero percent = DMSO vehicle wells; activation, % at 2 µM;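 active = activation above a set limit, based on mean plus 3 SD of controls, cut at about 140% in these data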; also: values of inactives mirror those of a sister screen read the other way
FLuc inhib CS: firefly luciferase enzyme inhibitors, primary screen, artefact control for luciferase-based inhibitor screens, biochemical, luminescence, ATPLite | Luciferin 4-monooxygenase (Photinus pyralis), P08659 | 10 min | inhibition, % at 10 µM | 200,000 tested, 1.5% active | AID 1006, 2008;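 active = inhibition above about 50% when tested at 10 µM, limit read from the data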
Target sequence (P08659 whole entry, looked up): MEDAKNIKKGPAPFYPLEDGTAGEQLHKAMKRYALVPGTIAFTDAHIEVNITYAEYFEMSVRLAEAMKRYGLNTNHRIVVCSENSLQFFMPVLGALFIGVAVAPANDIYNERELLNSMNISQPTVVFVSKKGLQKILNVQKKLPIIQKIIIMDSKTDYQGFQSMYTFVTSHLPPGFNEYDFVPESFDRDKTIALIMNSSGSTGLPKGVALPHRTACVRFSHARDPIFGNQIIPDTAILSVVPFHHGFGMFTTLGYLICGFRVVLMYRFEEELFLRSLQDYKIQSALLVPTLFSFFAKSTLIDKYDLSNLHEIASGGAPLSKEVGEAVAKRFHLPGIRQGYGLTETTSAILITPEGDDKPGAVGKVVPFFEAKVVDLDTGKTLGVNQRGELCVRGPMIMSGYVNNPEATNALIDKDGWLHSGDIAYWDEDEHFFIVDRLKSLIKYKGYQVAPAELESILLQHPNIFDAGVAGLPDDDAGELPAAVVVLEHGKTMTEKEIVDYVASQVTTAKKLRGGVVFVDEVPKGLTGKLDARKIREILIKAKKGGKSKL
STAT3 inh: IL-6 driven STAT3 reporter inhibitors, primary screen, U3A cells, luciferase, luminescence, MLSCN library | IL-6 STAT3-luciferase reporter; host cell line lacks STAT1 | inhibition, % at 5.5 µM | AID 862, 2007 | 190,000 tested, 0.89% active;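 active = inhibition above the mean inhibition across all screened compounds plus 3 SD, cut at about 44% in these data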;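 also: 0% = DMSO only wells and 100% = 100 µM nifuroxazide control wells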
FLuc stim CS: FLuc activators, initial screening, artefact control for FLuc-dependent activation tests, biochemical, ATPlite luminescence | activation factor at 10 µM | ATPlite luciferase biochemical, 10 min; 0 = ATP-free wells, 1 = DMSO control | 200,000 tested, under 10 active | AID 1027, 2008 | Luciferin 4-monooxygenase (Photinus pyralis), P08659;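 active = luciferase activation factor, scaled between plate controls, of at least 2 with compound at 10 µM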
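Material: Luciferase/luciferin reagent mix; Doses: test compounds dosed from 2 mM stocks in 100% DMSO; Schedule: 10 min incubation after luciferase reagent addition, room temperature; Measured by: luminescence from luciferase reaction; Read-out: luminescence gain marking luciferase activators.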
Active calls of the source: *; . = not tested or not shown.

SMILES	STAT3 act	APP 5UTR inh	STAT1 inh	NF-kB expr up	STAT1 act	ROMK mod	APP 5'UTR act	FLuc inhib CS	STAT3 inh	FLuc stim CS
CCCCP(=O)(CCCC)CCP(=O)(c1ccccc1)c1ccccc1	106	-1	2	1.2	98	.	1	-4	-5	1
CCCC(=NCCc1c(C)[nH]c2ccccc12)C1=C(O)CC(c2ccccc2)CC1=O (stereo unspecified)	94	84*	-6	1.5	105	1	-84	-7	8	1.1
O=C(NCc1ccccc1)c1ccc(C(=O)N(C2CCCCC2)C2CCCCC2)cc1	103	20	8	0.62	93	0.054	-20	-8	3	1.1
CC(C)CNC(=O)c1coc(=O)c(Br)c1	96	47*	15	1.4	86	0.33	-47	-3	10	1
COc1cccc(/C=C/C(=O)c2ccc(C)c([N+](=O)[O-])c2)c1	97	-8	0	1.7	100	.	8	8	6	0.9
N#Cc1ccccc1CSc1ccc(-c2nc3ccccc3[nH]2)cn1	98	-27	-14	1.2	113	.	27	8	13	0.9
CCCc1cc(=O)[nH]c(SCC(=O)c2ccc(S(=O)(=O)N3CCCC3)cc2)n1	106	-6	-3	1.1	103	.	7	-5	-2	1.1
Cc1nc(NCc2ccco2)c2oc3ccccc3c2n1	82	-16	1	1.7	99	.	16	1	28	1
O=C(NCCCN1CCCC1=O)C1CCN(S(=O)(=O)N2CCOCC2)CC1	105	-18	0	1.2	100	0.022	18	-1	-3	1
O=c1[nH]cnc2c1C1(CCCC1)Cc1ccccc1-2	105	-9	6	1.2	95	.	9	-8	-4	1.1
O=S(=O)(c1ccc(NC(=S)Nc2ccccc2)cc1)N1CCOCC1	77	-10	-3	1.1	102	0.16	10	-6	29	1.1
Cc1[nH]nc(N=CC2=C(O)CC(c3ccco3)CC2=O)c1-c1ccc(Cl)cc1 (stereo unspecified)	95	-23	-1	0.97	101	0.63	23	-5	12	1.1
CCOC(=O)COc1ccc([N+](=O)[O-])cc1	85	1	4	1.3	97	.	-1	2	17	1
Cc1cc(C)n(-c2c(F)c(F)c(CO)c(F)c2F)n1	109	4	-13	1.3	112	0.02	-4	-3	-12	1
Nc1c(C(O)(C(F)(F)F)C(F)(F)F)cc(C(O)(C(F)(F)F)C(F)(F)F)c2ccccc12	95	-10	4	1.8	97	0.9	10	-3	9	1
NS(=O)(=O)c1ccc(CNC(=O)NC2(c3ccccc3)CC2)cc1	106	6	6	1.1	95	.	-6	-4	2	1
Cc1cccc(NC(=O)CCSc2nnc(Cc3ccccc3)o2)c1	101	3	3	1.1	98	-0.012	-3	-2	1	1
FCCCOc1ccc(/C=N/OCc2c(Cl)cccc2Cl)cc1	89	-5	-5	1.6	105	.	5	0	23	1
Cc1nn(C)c(C)c1Nc1ccc(N2C(=O)C3CC=CCC3C2=O)cc1[N+](=O)[O-] (stereo unspecified)	92	-15	25	1.2	77	-0.09	15	-5	20	1.1
O=C(NCCO)/C(=C\c1ccc(Br)cc1)NC(=O)c1cccs1	102	4	4	1	96	1.7	-4	1	-2	1
COc1ccc(/C=C2\SC(N3CCc4ccccc4C3)=NC2=O)cc1	100	-4	4	1.3	96	.	3	0	2	1
O=C(CN(C(=O)c1ccc(Cl)cc1)C1CCCCC1)Nc1ccc(Cl)c([N+](=O)[O-])c1	87	6	-1	1.2	101	.	-6	-20	15	1.2
CC(C)C(NC(N)=O)C(=O)NC1CCCCC1 (stereo unspecified)	100	5	-4	1.1	102	1.4	-5	-5	4	1.1
CCOC(=O)c1ccc2[nH]c3c(c2c1)CCCC3O (stereo unspecified)	93	-4	-19	1.7	116	-0.68	4	-2	11	1
C/C=C/Cn1c(Br)nc2c1c(=O)[nH]c(=O)n2C	98	-14	9	0.96	92	0.33	14	-10	6	1.1
CC(=O)C1=C(O)C=C(c2ccco2)CC1c1ccco1 (stereo unspecified)	100	-12	-6	1.3	106	-0.28	12	-4	3	1
O=C(Nc1c(C(=O)N2CCOCC2)cnn1-c1ccccc1Cl)c1ccco1	103	-24	2	1.2	97	0.91	24	-5	-2	1
CC(C)c1ccc(OCC(O)Cn2cnc3ccccc32)cc1 (stereo unspecified)	81	-18	-2	1.1	102	-2.1	18	-6	26	1.1
Cc1cccc(NC(=O)CC2CCC2)c1	93	-30	5	1.6	95	.	30	-4	13	1
CC(C)NC(=S)N(CCc1ccncc1)C(C)C	106	12	-10	1.2	108	1.1	-12	-4	-2	1
COCCCNC(=O)CN(c1cc([N+](=O)[O-])ccc1OC)S(C)(=O)=O	93	-21	-1	.	100	1.4	21	-10	13	1.1
O=C(c1nc2ncccn2n1)N1CCN(c2ccccc2)CC1	101	-4	2	0.93	98	.	4	-6	-2	1.1
COCCN(C(=O)Cn1nnc2ccccc21)C(C(=O)NC1CCCCC1)c1ccc(OC)cc1OC (stereo unspecified)	97	5	-8	1.2	108	-1.2	-5	-2	5	1
CC(/C=N\NC(=O)CN1CCN(S(=O)(=O)c2ccc(C)cc2)CC1)=C\c1ccccc1	100	-5	-3	0.82	102	.	5	-3	3	1
Cn1c(=O)c2c(nc(CN3CCN(C(=O)c4ccco4)CC3)n2Cc2ccc(F)cc2)n(C)c1=O	106	-4	1	1.2	101	0.74	4	-3	-5	1
CCO[C@@H]1OC(C(=O)NCc2nc3ccccc3[nH]2)=C[C@H](c2csc3ccccc23)[C@H]1CCCO	.	2	-5	0.55	106	.	-2	-4	.	1
CCC(=O)Nc1sc(C(=O)N2CCCCC2)c(C)c1C#N	95	-5	-1	0.92	101	0.81	5	-2	10	1
CN(C)/C=N/C(=S)Nc1ccc(Cl)cc1Cl	104	-13	-37	1.7	132*	-1.7	13	4	7	1
N#Cc1ccc(-n2nccc2-c2cnc3n(c2=O)CCS3)cc1	101	3	-4	1	104	0.22	-3	-9	4	1.1
Cc1ccc(S(=O)(=O)N(CC(=O)Nc2cccc([N+](=O)[O-])c2)Cc2ccc(Cl)cc2)cc1	108	.	1	0.8	99	0.056	.	-6	-9	1.1
CS(=O)(=O)N1CCN(C(=O)c2cc(-c3ccncc3)nc3ccc(Cl)cc23)CC1	104	11	-3	0.58	103	1.5	-11	1	0	1
O=Nc1ccc(NOC(=O)c2ccccc2Br)cc1	108	-6	-11	1.7	109	-1.5	6	77*	-7	0.2
O=C(NC1CCCC1)c1ccc2nc(-c3ccco3)c(-c3ccco3)nc2c1	93	-13	-5	0.59	105	-1	13	19	10	0.8
COc1ccccc1N(C)S(=O)(=O)c1ccc(C(=O)NCc2ccc3c(c2)OCO3)cc1	100	-9	4	0.9	93	-1	9	0	5	1
CCSc1cc(C)nc2c(-c3ccc(Cl)cc3)c(C)nn12	85	4	1	0.89	99	-0.29	-4	-3	23	1
CC(C)CCn1nnnc1C(c1ccccc1)N1CCN(C)CC1 (stereo unspecified)	95	-20	6	1.1	96	.	20	-7	12	1.1
COc1ccc(Br)cc1CNC(=O)C1CCN(S(=O)(=O)N2CCC(C)CC2)CC1	93	7	-1	0.76	101	0.13	-7	-9	12	1.1
O=C(CC(=O)NN=C1CCCC1)NCCc1ccccc1	108	3	-6	1.2	105	-1	-3	-2	-5	1
CCCC(=O)NC(=S)Nc1cccc(NC(=O)c2ccc(Cl)cc2Cl)c1	96	19	-2	1	102	.	-19	2	9	1
CN1CCN(CCCNC(=O)c2ccc(Cn3c(=S)[nH]c4ccc(Br)cc4c3=O)cc2)CC1	105	-17	-3	0.96	104	0.25	17	-9	0	1.1
Remaining list, next part
SMILES	STAT3 act	APP 5UTR inh	STAT1 inh	NF-kB expr up	STAT1 act	ROMK mod	APP 5'UTR act	FLuc inhib CS	STAT3 inh	FLuc stim CS
O=C1c2ccccc2NC2(CCCC2)N1NS(=O)(=O)c1ccccc1	100	-8	3	1	96	-1.9	8	-5	1	1.1
CN(C[C@H](Cc1ccccc1)N(C[C@@H](Cc1cccc2ccccc12)N(CCc1ccccc1)N=O)N=O)N=O	.	5	-1	0.86	102	.	-5	-7	.	1.1
O=C(Nc1ccc(OC(F)F)c(Cl)c1)c1cccc(OC(F)F)c1	90	-24	-10	1	109	-0.86	24	0	12	1
Cc1ccc(NCc2nnc(SCC(=O)N3CCCCC3)n2CC2CCCO2)c(C)c1 (stereo unspecified)	101	-7	0	.	100	0.066	7	.	3	.
O=C(C1CCN(Cc2cc(Cl)ccc2O)CC1)N1CCN(Cc2ccccc2)CC1	97	1	2	0.7	98	-1.2	-1	-6	6	1.1

Not a retest: ten of the compounds above.
SMILES	STAT3 act	APP 5UTR inh	STAT1 inh	NF-kB expr up	STAT1 act	ROMK mod	APP 5'UTR act	FLuc inhib CS	STAT3 inh	FLuc stim CS
CCSc1cc(C)nc2c(-c3ccc(Cl)cc3)c(C)nn12	85	4	1	0.89	99	-0.29	-4	-3	23	1
CC(C)CCn1nnnc1C(c1ccccc1)N1CCN(C)CC1 (stereo unspecified)	95	-20	6	1.1	96	.	20	-7	12	1.1
COc1ccc(Br)cc1CNC(=O)C1CCN(S(=O)(=O)N2CCC(C)CC2)CC1	93	7	-1	0.76	101	0.13	-7	-9	12	1.1
O=C(CC(=O)NN=C1CCCC1)NCCc1ccccc1	108	3	-6	1.2	105	-1	-3	-2	-5	1
CCCC(=O)NC(=S)Nc1cccc(NC(=O)c2ccc(Cl)cc2Cl)c1	96	19	-2	1	102	.	-19	2	9	1
CN1CCN(CCCNC(=O)c2ccc(Cn3c(=S)[nH]c4ccc(Br)cc4c3=O)cc2)CC1	105	-17	-3	0.96	104	0.25	17	-9	0	1.1
O=C1c2ccccc2NC2(CCCC2)N1NS(=O)(=O)c1ccccc1	100	-8	3	1	96	-1.9	8	-5	1	1.1
CN(C[C@H](Cc1ccccc1)N(C[C@@H](Cc1cccc2ccccc12)N(CCc1ccccc1)N=O)N=O)N=O	.	5	-1	0.86	102	.	-5	-7	.	1.1
O=C(Nc1ccc(OC(F)F)c(Cl)c1)c1cccc(OC(F)F)c1	90	-24	-10	1	109	-0.86	24	0	12	1
Cc1ccc(NCc2nnc(SCC(=O)N3CCCCC3)n2CC2CCCO2)c(C)c1 (stereo unspecified)	101	-7	0	.	100	0.066	7	.	3	.

Assay outcomes (PubChem BioAssay)

An unsorted share of the library; overall some 7.1% were active at least once.
